Screening results deposited in PubChem BioAssay by several laboratories.
Diaphorase inh: diaphorase inhibition or chemical oxidation counter-screen; diaphorase resazurin-to-resorufin fluorescence, NADH, 16 min; bacterial (C. kluyveri) enzyme, not human; inhibition, % at 20 µM; 190,000 compounds, 0.69% hits;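 active = primary screen inhibition at 20 µM above a set limit, cut at about 50% in these data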;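 note: plate controls were DMSO with full reaction for no effect and wells lacking NADH for full effect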
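Benchmarks: positive control wells lacking NADH, neutral wells with DMSO only. System: bacterial diaphorase enzyme (C. kluyveri). Input: 0.14 U/mL diaphorase, enzyme working solution. Detection: resorufin fluorescence, excitation 544 nm, emission 590 nm. Times: 16-min room-temperature incubation before reading.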
TNAP inh noacc: inhibitors of human TNAP without phosphate acceptor. purified TNAP, CDP-star luminescence, 30 min. inhibition, % at 20 µM. 200,000 compounds, 0.26% hits;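 active = tissue-nonspecific alkaline phosphatase inhibition above about 50% at 20 µM in the single-dose screen, limit read from the data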;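 note: 0% = DMSO negative control and 100% = EDTA positive control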
Target sequence (P05186 whole entry, looked up): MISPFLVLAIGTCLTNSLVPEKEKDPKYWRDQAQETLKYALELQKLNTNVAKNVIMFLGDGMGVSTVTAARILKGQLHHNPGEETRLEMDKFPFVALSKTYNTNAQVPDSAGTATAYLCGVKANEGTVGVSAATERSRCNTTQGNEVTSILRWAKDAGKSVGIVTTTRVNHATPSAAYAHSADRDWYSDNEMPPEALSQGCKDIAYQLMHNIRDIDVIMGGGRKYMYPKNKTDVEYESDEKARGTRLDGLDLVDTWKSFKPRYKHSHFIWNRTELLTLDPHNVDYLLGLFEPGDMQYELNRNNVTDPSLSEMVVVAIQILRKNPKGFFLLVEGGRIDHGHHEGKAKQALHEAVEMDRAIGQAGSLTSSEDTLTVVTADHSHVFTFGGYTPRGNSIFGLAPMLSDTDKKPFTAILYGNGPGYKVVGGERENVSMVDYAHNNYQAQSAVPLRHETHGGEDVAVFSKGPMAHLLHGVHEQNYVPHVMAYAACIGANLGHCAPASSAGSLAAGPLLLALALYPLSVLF
bIAP inh: intestinal alkaline phosphatase (bovine) inhibition | purified bovine IAP, CDP-star luminescence, 30 min | inhibition, % at 20 µM | 190,000 tested, under 10 active | AID 1019;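 active = over 50% inhibition of intestinal alkaline phosphatase at 20 µM in the single-dose screen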
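test system = bovine IAP enzyme | medium = DEA buffer 100 mM, pH 9.8, with MgCl2 1.0 mM, ZnCl2 0.02 mM | detection = luminescence | dosing = single compound dose of 20 µM, 2% DMSO final | incubation = 30 min reaction at room temperature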
L major viab: inhibitors of Leishmania major promastigote growth; Leishmania major promastigotes, resazurin fluorescence viability; AID 1063; inhibition, % at 10 µM; 200,000 compounds, 9% hits; in the data active = inhibition above about 50%;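 note: promastigotes grown with compound for 44 hours at 28 °C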
bIAP act: increases bovine intestinal alkaline phosphatase activity | purified bovine IAP, CDP-star luminescence, 30 min; hits give high values; fold of DMSO-control signal, blank-subtracted | 200,000 compounds, 0.17% hits | activation factor at 20 µM;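 active = activation factor of 2 or more at 20 µM, a signal rise over negative controls twice the positive control's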
PMI act satM6P: activators of human phosphomannose isomerase at near-saturating mannose 6-phosphate. P34949. coupled PMI enzyme assay, resazurin fluorescence, 20 min; hits give high values; 1 = untreated enzyme, 0 = substrate-free blank. activation factor at 20 µM. 190,000 compounds, 0.34% hits;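 active = activation factor of 2 or more at 20 µM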
Target sequence (P34949 whole entry, looked up): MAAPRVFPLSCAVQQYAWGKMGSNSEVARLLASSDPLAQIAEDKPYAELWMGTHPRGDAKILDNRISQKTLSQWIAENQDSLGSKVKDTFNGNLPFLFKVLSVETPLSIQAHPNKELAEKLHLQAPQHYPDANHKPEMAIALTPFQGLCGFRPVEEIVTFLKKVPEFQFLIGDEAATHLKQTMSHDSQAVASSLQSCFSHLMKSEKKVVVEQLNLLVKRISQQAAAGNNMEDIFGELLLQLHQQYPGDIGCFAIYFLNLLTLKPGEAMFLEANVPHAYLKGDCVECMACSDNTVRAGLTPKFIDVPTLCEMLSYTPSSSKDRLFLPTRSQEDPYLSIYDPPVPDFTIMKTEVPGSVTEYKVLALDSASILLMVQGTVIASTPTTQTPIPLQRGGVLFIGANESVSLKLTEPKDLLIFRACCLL
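assay system = human phosphomannose isomerase with PGI, G6PDH, diaphorase coupling enzymes | quantity = 15 ng/mL PMI | incubation = enzyme reaction with compound 20 min at room temperature | medium = HEPES pH 7.4 buffer with MgCl2 and Tween-20 | compound dosing = one concentration, 20 µM, in 1% DMSO | measured by = Diaphorase-driven resazurin-to-resorufin fluorescence, excitation 544, emission 590 nm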
TNAP inh hiacc: blocks human TNAP under high phosphate acceptor concentration | purified TNAP, CDP-star luminescence, 1 M DEA | 200,000 compounds, 0.03% hits | inhibition, % at 20 µM | P05186;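 active = over 50% inhibition of tissue-nonspecific alkaline phosphatase at 20 µM in the single-dose screen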;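 note: plate controls were DMSO wells for no effect and EDTA-quenched wells as full inhibition for full effect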
Diaph act CS: activates diaphorase or chemically reduces, flagging diaphorase assay artifacts; Diaphorase/resazurin coupled assay, resorufin fluorescence, 16 min; hits give high values; 1 = vehicle wells, 0 = NADH-free wells; activation factor at 20 µM; 190,000 compounds, 0.005% hits;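 active = diaphorase activity raised at least twofold by the compound at 20 µM; inactive = activation factor below 2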
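Material: Purified diaphorase enzyme from Clostridium kluyveri | Buffer or medium: 50 mM HEPES pH 7.4 with 4.542 mM MgCl2, 0.005% Tween 20 | Times: 16 min enzyme reaction, ambient temperature | Signal: Red resorufin fluorescence at 544/590 nm excitation/emission | Measure: Increased resorufin signal from activators or reducing compounds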
TNAP act hi DEA: activators of human TNAP at high phosphate acceptor concentration. P05186. purified TNAP, CDP-star luminescence, 1 M DEA, 30 min; hits give high values; 0 = EDTA background, 1 = DMSO-only activity. activation factor at 20 µM. 200,000 tested, under 10 active. AID 1136;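 active = activation factor at least 2 at 20 µM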
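Assay system: human TNAP; Input: enzyme diluted 1/800 final; Reagent: CDP-star luminogenic substrate at 100 µM final; Timing: 30 min, room temperature; Signal: luminescence; Evaluation: TNAP activation factor scaled between EDTA and DMSO control wells.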
PMI act: phosphomannose isomerase (human) activation; purified human PMI, coupled resazurin fluorescence, 20 min; hits give high values; 1 = vehicle control, 0 substrate-free wells; activation factor at 20 µM; P34949; 190,000 compounds, 0.005% hits; AID 1214;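 active = activation factor of 2 or more at 20 µM, relative to plate controls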
Active calls of the source: *.

Below each compound – PMI act	TNAP act hi DEA	Diaphorase inh	bIAP act	bIAP inh	TNAP inh noacc	L major viab	Diaph act CS	PMI act satM6P	TNAP inh hiacc
- CCOCC(O)CNc1ccccc1 (centres undefined)
  0.9	1	8	1	3	-17	16	0.9	0.9	-2
- COC(=O)c1ccc(C(=O)OC)c(NC(=O)N2c3ccccc3Sc3ccccc32)c1
  0.9	1	18	0.9	11	-2	2	0.8	0.9	-2
- O=C(CCCCn1c(=O)[nH]c2ccccc2c1=O)N1CCN(c2ncccn2)CC1
  1	1	2	0.8	18	-10	-5	1	1	-2
- C=CCN1C(=O)N/C(=C/c2ccc(C)o2)C1=O
  1	1	13	1	2	-5	-5	0.9	1	1
- CS(=O)(=O)c1cnc(-c2ccccc2)nc1Oc1ccc(Cl)cc1
  0.9	1	0	1	2	-10	-6	1	0.9	-5
- CC1CCN(CCCn2c(=S)[nH]c3ccc(N4CCOCC4)cc3c2=O)CC1
  1	1	6	1	0	1	-2	0.9	1	-2
- O=C(CNC(=O)c1cccs1)OCC(=O)c1ccccc1Cl
  1.1	1	5	1	-4	-2	-9	0.9	1	-4
- O=[N+]([O-])c1cccc(C(=Nc2ccccc2)NO)c1
  1.1	1	12	0.8	23	6	3	0.9	1.2	0
- CCOC(=O)c1nn(-c2ccc(Cl)cc2)c2nc(-c3ccc(C)cc3)c(C#N)c(=O)n12
  0.8	1	15	1	-2	-5	4	0.9	0.9	-3
- CCCOc1ccc(Cn2c(=O)oc3ccc(C)cc32)cc1OC
  1	1	13	1	3	-10	-4	0.9	1	-1
- O=C(CNCCO)Nc1ccc(F)c(Cl)c1
  1.1	1.1	9	1	3	-4	-10	0.9	1	-7
- CCC(C)C(=O)Nc1c2c(nc3c1CCC3)CCCC2 (centres undefined)
  0.9	1	10	1	3	-9	-4	0.9	1	-3
- Cc1nnc(NC(=O)C(C)Sc2nncn2C)s1 (centres undefined)
  1	1.1	8	0.9	8	-8	-6	0.9	1	-10
- CC1CCCN(c2nc3c(c(=O)[nH]c(=O)n3C)n2CCSc2nc3ccccc3o2)C1 (centres undefined)
  1	1	-3	1.2	-18	-14	9	1	0.9	-4
- O=C(Nc1nnc(C2CCCCC2)s1)c1ccc(Br)s1
  0.9	1	6	1	-3	-4	-4	0.9	0.9	-2
- Cc1ccc2nc(N(CCCN(C)C)C(=O)CN3C(=O)c4ccccc4C3=O)sc2c1
  1	1	5	1	3	0	8	0.9	1	3
- COc1ccccc1NC(=S)NCc1ccco1
  1.1	1	-3	0.7	31	-2	9	1	1.1	3
- CCOC(=O)C1CCN(c2ncnc3c2cnn3-c2ccccc2)CC1
  0.9	1	13	0.9	5	2	-3	0.9	0.9	-3
- CC(=O)c1ccc(N2CCN(C(=S)NCc3ccco3)CC2)cc1
  1	1	-3	0.9	14	-9	0	1	1	-1
- O=C(CN1CCN(S(=O)(=O)c2ccc(Cl)cc2)CC1)Nc1ccc2c(c1)CCC2
  0.8	1	26	1.1	-6	-8	18	0.7	0.8	-1
- COc1cccc(Nc2nnc(SCC(=O)N3CC(C)OC(C)C3)s2)c1 (centres undefined)
  0.9	1	4	1.1	-13	-6	51*	1	1	-2
- CCCc1cc(C(N)=O)c(NC(=O)c2ccoc2C)s1
  0.8	1	26	0.9	15	-2	32	0.7	0.9	-1
- O=C(O)CCCCCN=C1CCc2ccccc2N1
  1	1	6	1	2	-13	2	0.9	1	-2
- Cc1ccc(-c2nc(N)n(C(=O)c3cccnc3)n2)cc1
  0.9	1	8	0.9	5	44	3	0.9	0.9	2
- COCCN(C(=O)Cc1cccs1)C(C(=O)NC1CCCC1)c1cc(OC)c(OC)c(OC)c1 (centres undefined)
  1.1	1.1	5	1	0	-8	3	0.9	1.1	-5
- O=C(O)CC(=O)Nc1ccccc1
  1	1	10	0.8	15	-14	-7	0.9	1	-3
- C=CCc1ccc(OCCCCNC2CCCC2)c(OC)c1
  1	1.1	9	1	-4	-15	89*	0.9	1.1	-6
- Cc1ccc(NC(=O)CN(c2ccc(C)cc2)S(=O)(=O)c2cccc3nonc23)cc1
  0.9	1	12	1.1	-8	1	12	0.9	0.8	-1
- Cc1ccc(CNc2ccc(N3C(=O)CC(C)C3=O)cc2[N+](=O)[O-])cc1 (centres undefined)
  1	0.9	1	1	1	12	-6	1	1.1	13
- CSc1ccccc1C(=O)C1CCCN(C(=O)c2cc(C(C)C)no2)C1 (centres undefined)
  0.9	1.1	5	1	-3	-3	14	0.9	0.9	-5
- CCCn1nnnc1NCc1ccccc1OCc1cccs1
  1	1.1	14	0.8	15	-16	7	0.9	0.9	-8
- CCCn1nc(Oc2nc(NCC)nc(NC(C)C)n2)ccc1=O
  1	1.1	12	1	3	-14	-8	0.9	1	-7
- CCC(C)NS(=O)(=O)c1ccc(NC(=O)Cc2ccc(OC)cc2)cc1 (centres undefined)
  0.9	1	11	1.3	-26	-7	9	0.9	0.9	-2
- O=C1C2ON(c3ccccc3)C(c3cccnc3)C2C(=O)N1c1ccc(Cl)c(Cl)c1 (centres undefined)
  0.9	1	42	1	1	-9	-6	0.6	0.9	-4
- O=S(=O)(c1ccccc1)N1N=C(c2cccs2)CC1c1ccc(F)cc1 (centres undefined)
  1	1.1	-4	1	4	2	2	1	1	-10
- CCC(C)(C)NC(=O)Nc1cc(Cl)ccc1OC
  0.9	1	9	1.1	-12	-8	27	0.9	0.9	-4
- COCCCNC(=O)Cn1nnc(-c2ccc(NC(=O)c3ccccc3OC)cc2)n1
  1	1.1	9	1.1	-5	-11	0	0.9	0.9	-6
- COc1ccccc1-n1cnnc1SC(C)C(=O)Nc1ccc(NC(C)=O)cc1 (centres undefined)
  1.1	1	-5	1	-3	-9	-6	1	1	-1
- CCN(Cc1ccccc1)C(c1ccc(C)cc1)c1nnnn1C(C)(C)C (centres undefined)
  0.9	1	11	0.9	13	-1	0	0.9	0.9	-4
- CCOc1ccc(NC(=O)CCSc2ccc3ccccc3n2)cc1
  1	1	-1	0.9	7	-26	35	1	1	0
- COc1ccc(CCN2C(=O)c3ccccc3C2(O)c2ncc[nH]2)cc1OC (centres undefined)
  1	1	12	0.9	13	0	-7	0.9	1	3
- COc1ccc(NC(=O)CN2C(=O)C(C)Oc3ccccc32)cc1 (centres undefined)
  1.1	1	8	1	3	-6	-2	0.9	1	-2
- O=[N+]([O-])c1cccc(C(=Nc2ccccc2Cl)NO)c1
  0.9	1	10	0.6	38	-4	1	0.9	0.9	-3
- COc1ccc(N(C(=O)C(C)C)S(=O)(=O)c2cccc3cccnc23)cc1
  1	1	13	1	-1	-16	50	0.9	1	-2
- CNC(=S)N/N=C/c1cc(C)n(-c2ccc(Cl)c(Cl)c2)c1C
  1	1	6	1	5	-5	35	0.9	1.1	-2

Reprinted from the part before: 4 compounds, followed by the next part.
Below each compound – PMI act	TNAP act hi DEA	Diaphorase inh	bIAP act	bIAP inh	TNAP inh noacc	L major viab	Diaph act CS	PMI act satM6P	TNAP inh hiacc
- COc1ccc(NC(=O)CN2C(=O)C(C)Oc3ccccc32)cc1 (centres undefined)
  1.1	1	8	1	3	-6	-2	0.9	1	-2
- O=[N+]([O-])c1cccc(C(=Nc2ccccc2Cl)NO)c1
  0.9	1	10	0.6	38	-4	1	0.9	0.9	-3
- COc1ccc(N(C(=O)C(C)C)S(=O)(=O)c2cccc3cccnc23)cc1
  1	1	13	1	-1	-16	50	0.9	1	-2
- CNC(=S)N/N=C/c1cc(C)n(-c2ccc(Cl)c(Cl)c2)c1C
  1	1	6	1	5	-5	35	0.9	1.1	-2
- Oc1ccc(Oc2ncc(Cl)cc2Cl)cc1
  0.9	1	16	0.9	12	-12	-4	0.8	0.9	-3
- Cc1ccc(N)c(C(=O)CCCCC(=O)O)c1
  1.1	1	0	1	-2	-7	-6	1	1.1	1
- CC1CCN(CCCNC(=O)c2ccc(Cn3c(=S)[nH]c4ccc(Br)cc4c3=O)cc2)CC1
  1.1	1	-8	1.2	-19	-11	99*	1.1	1	1
- COc1ccc(NC(=O)CC2Sc3ncnn3C2=O)cc1 (centres undefined)
  0.6	1	28	0.9	6	-28	-5	0.7	0.8	-4
- O=c1nc2ccccc2c2n1CC(CN1CCN(C(c3ccccc3)c3ccccc3)CC1)N2 (centres undefined)
  1	1	16	1.1	-12	-7	66*	0.8	0.9	-3
- Cc1cc(N)n(-c2ccc3ccccc3c2)n1
  0.8	1	18	0.9	8	-10	5	0.8	1	-3
- CCOC(=O)N1CCC(NCc2c(C(=O)N(C)Cc3ccccc3)nc3ccccn23)CC1
  0.9	1	-3	1	-2	-4	0	1	0.9	-2
- C/C(N)=C(/C#N)C(=O)COC(=O)c1cc(-c2ccc(C)cc2)nc2ccccc12
  0.7	1	24	1.1	-5	-11	18	0.8	0.8	-3
- CC1=C(c2ccccc2)[N+](=O)C2(CCCCC2)N1[O-]
  1.1	1	0	1	-4	-14	11	1	1.1	0
- CC(C)C(=O)c1cn(CC(=O)O)c2ccccc12
  1.4	1	-5	1	-3	-6	-6	1.1	1.3	-4
- O=C(CSc1nnnn1C1CCCC1)Nc1ccc2c(c1)OCO2
  0.9	1.1	16	0.7	27	-11	2	0.8	1	-6
- O=c1c2cc(Cl)ccc2[nH]c(=S)n1Cc1cccs1
  1	1	18	1	-3	-9	19	0.8	0.9	-4
- CCOC(=O)N1CCN(C(=O)CSCc2ccc(Br)cc2)CC1
  0.9	1	-2	1	-1	-5	-9	1	1	0
- OC1CCCN(c2c3c(nc4cc(-c5cccc(F)c5)nn24)CCCC3)C1 (centres undefined)
  0.9	1	16	1.3	-30	1	29	0.8	0.9	2
- Cn1cnnc1SCC(=O)Nc1sccc1C#N
  0.9	1	10	0.9	14	-9	-5	0.9	1	0
- CC(C)Oc1cc(NC(=O)CS(=O)CC(=O)Nc2cccc(C(F)(F)F)c2)c(Cl)cc1Cl (centres undefined)
  0.9	1	25	0.9	8	-9	0	0.7	0.9	-2
- COc1cccc(C2CC(c3cccs3)=NN2S(C)(=O)=O)c1 (centres undefined)
  1	1	3	1.4	-38	3	-4	1	1	0
